Screens: PubChem BioAssay, Broad Institute
NSD2 block = blocks human NSD2 histone methyltransferase activity; NSD2-SET H3K36me1 DELFIA fluorescence, biochemical; 44,000 compounds, 0.07% hits; inhibition, % at 12.5 µM; O96028; in the data active = inhibition above about 54%, passing the limit was not always enough;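 note: inhibitors reduce the monomethyl H3K36 fluorescence signal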
Target sequence (O96028 whole entry, looked up): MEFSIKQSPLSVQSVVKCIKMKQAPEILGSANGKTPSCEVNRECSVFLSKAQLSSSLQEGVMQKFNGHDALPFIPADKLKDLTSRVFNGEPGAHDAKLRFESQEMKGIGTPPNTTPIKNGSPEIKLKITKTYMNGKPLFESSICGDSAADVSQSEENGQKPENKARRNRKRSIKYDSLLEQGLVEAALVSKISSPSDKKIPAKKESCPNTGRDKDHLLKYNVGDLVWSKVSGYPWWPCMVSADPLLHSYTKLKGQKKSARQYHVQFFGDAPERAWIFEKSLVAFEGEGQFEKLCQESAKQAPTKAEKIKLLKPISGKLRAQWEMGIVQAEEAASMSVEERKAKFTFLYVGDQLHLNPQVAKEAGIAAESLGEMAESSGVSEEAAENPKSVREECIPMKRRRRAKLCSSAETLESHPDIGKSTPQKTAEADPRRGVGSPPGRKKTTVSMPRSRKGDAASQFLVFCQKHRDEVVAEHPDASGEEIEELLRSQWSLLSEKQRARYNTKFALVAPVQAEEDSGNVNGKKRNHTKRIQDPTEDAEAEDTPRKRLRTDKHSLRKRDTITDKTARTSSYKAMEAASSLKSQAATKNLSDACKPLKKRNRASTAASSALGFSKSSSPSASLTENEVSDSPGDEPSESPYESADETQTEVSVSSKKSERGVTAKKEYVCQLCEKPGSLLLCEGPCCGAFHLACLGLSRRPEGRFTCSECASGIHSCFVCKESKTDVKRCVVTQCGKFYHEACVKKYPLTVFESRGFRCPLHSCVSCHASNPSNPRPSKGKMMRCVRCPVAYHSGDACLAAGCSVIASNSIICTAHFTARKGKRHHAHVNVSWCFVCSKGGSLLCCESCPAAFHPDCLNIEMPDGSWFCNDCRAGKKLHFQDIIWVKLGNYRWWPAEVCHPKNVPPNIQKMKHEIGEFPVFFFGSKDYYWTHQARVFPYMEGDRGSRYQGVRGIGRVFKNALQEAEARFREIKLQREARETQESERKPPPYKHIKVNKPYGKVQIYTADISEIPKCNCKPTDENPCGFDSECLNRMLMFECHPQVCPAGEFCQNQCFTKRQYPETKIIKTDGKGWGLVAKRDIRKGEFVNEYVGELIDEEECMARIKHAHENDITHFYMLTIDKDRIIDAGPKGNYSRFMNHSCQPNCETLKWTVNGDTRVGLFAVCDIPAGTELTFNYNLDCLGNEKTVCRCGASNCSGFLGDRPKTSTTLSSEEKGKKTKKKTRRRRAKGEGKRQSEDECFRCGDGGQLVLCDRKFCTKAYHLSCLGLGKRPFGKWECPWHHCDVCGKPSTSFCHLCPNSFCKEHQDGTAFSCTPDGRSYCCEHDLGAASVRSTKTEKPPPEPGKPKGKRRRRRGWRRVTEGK
The depositor's hits bear a star.

entry	compound	NSD2 block
1	CC(C)NC(=O)Nc1ccc2c(c1)C(=O)N([C@H](C)CO)C[C@H](C)[C@H](CN(C)S(=O)(=O)c1ccc(Cl)cc1)OCCCC[C@H](C)O2	0
2	CC(CC[C@]1(C)C2CCC=C(CO)[C@]2(C)CC[C@H]1C)CC(=O)O (stereo partly drawn)	-1
3	C[C@@H]1CN([C@H](C)CO)C(=O)c2cc(NC(=O)Nc3cccc4ccccc34)ccc2O[C@H]1CN(C)Cc1ccncc1	6
4	O=C(C[C@@H]1C[C@H]2c3cc(NC(=O)Nc4ccc(C(F)(F)F)cc4)ccc3O[C@H]2[C@H](CO)O1)NCc1ccccn1	-19
5	CC(C)=CCC[C@@H](C)C/C=N/NC(=O)CCCCC(=O)NO	0
6	C[C@H]1CN([C@@H](C)CO)C(=O)c2cc(NC(=O)Cc3ccccc3)ccc2O[C@H]1CN(C)C(=O)Nc1ccc2c(c1)OCO2	4
7	COc1ccc(C(=O)NCc2cccnc2)cc1C(=O)NCc1cccnc1	0
8	C[C@H](CO)N1C[C@H](C)[C@@H](CN(C)C(=O)Nc2ccc3c(c2)OCO3)Oc2ccc(NS(=O)(=O)c3cccs3)cc2C1=O	2
9	O=C(CCCCCCC(=O)Nc1ccccc1O)NN=C1CCCC1	-7
10	CC(C)C#Cc1cnc2c(c1)C(=O)N([C@H](C)CO)C[C@H](C)[C@H](CN(C)C(=O)CC1CC1)O2	1
11	COc1ccc(-c2cc(C(F)(F)F)nc(SCC(=O)N3CC4(C)CC3CC(C)(C)C4)n2)cc1 (stereo not drawn)	5
12	C[C@H](CO)N1C[C@H](C)[C@H](CN(C)C)Oc2c(NC(=O)Nc3ccc4c(c3)OCO4)cccc2C1=O	5

3 records drawn at random from those above, as already listed:
entry	compound	NSD2 block
4	O=C(C[C@@H]1C[C@H]2c3cc(NC(=O)Nc4ccc(C(F)(F)F)cc4)ccc3O[C@H]2[C@H](CO)O1)NCc1ccccn1	-19
3	C[C@@H]1CN([C@H](C)CO)C(=O)c2cc(NC(=O)Nc3cccc4ccccc34)ccc2O[C@H]1CN(C)Cc1ccncc1	6
5	CC(C)=CCC[C@@H](C)C/C=N/NC(=O)CCCCC(=O)NO	0

More results follow.
entry	compound	NSD2 block
13	O=C(C[C@@H]1C=C[C@@H](NC(=O)CC2CC2)[C@@H](CO)O1)NCc1ccc(-c2ccccc2)cc1	1
14	COc1ccc(NC(=O)N(C)C[C@H]2OCc3ccccc3-c3ccccc3C(=O)N([C@H](C)CO)C[C@@H]2C)c(OC)c1	3
15	CC(C)NC(=O)Nc1ccc2c(c1)C(=O)N([C@@H](C)CO)C[C@H](C)[C@H](CN(C)C(=O)NC1CCCCC1)OCCCC[C@@H](C)O2	9
16	Cc1noc(C)c1NC(=O)Nc1ccc2c(c1)C(=O)N([C@@H](C)CO)C[C@H](C)[C@H](CN(C)S(=O)(=O)c1cn(C)cn1)OCCCC[C@@H](C)O2	-2
17	C[C@@H]1CN([C@H](C)CO)C(=O)c2cccc(NC(=O)C3CC3)c2O[C@@H]1CN(C)S(=O)(=O)c1ccc(Cl)cc1	3
18	Cc1ccc(S(=O)(=O)N(C)C[C@@H]2Oc3ccc(N(C)C)cc3C(=O)N([C@H](C)CO)C[C@H]2C)cc1	3
19	C[C@@H]1CN([C@H](C)CO)C(=O)Cc2cc(NC(=O)Nc3ccc(F)cc3)ccc2O[C@H]1CN(C)S(=O)(=O)c1cn(C)cn1	8
20	C[C@H]1CN([C@@H](C)CO)C(=O)CCCn2nncc2CO[C@@H]1CN(C)S(=O)(=O)c1cccs1	0
21	C[C@H]1CN([C@@H](C)CO)S(=O)(=O)c2ccc(C#Cc3ccccc3F)cc2O[C@H]1CN(C)C(=O)Cc1ccccc1	1
22	Cc1noc(C)c1S(=O)(=O)Nc1ccc2c(c1)C(=O)N([C@H](C)CO)C[C@H](C)[C@@H](CN(C)S(C)(=O)=O)O2	5
23	O=C1c2ccccc2C2CC(c3cc(Cl)ccc3Cl)=NN12 (stereo not drawn)	-1
24	C[C@H](CO)N1C[C@H](C)[C@@H](CN(C)C(=O)c2ccccc2F)Oc2ncc(C#Cc3cccc(F)c3)cc2C1=O	-3
25	C[C@@H]1CCCCO[C@H](CN(C)S(=O)(=O)c2cn(C)cn2)[C@@H](C)CN([C@H](C)CO)C(=O)c2cc(NC(=O)C3CCCCC3)ccc2O1	3
26	CN(C)CCCN1C(=O)C(=O)C(C(=O)c2cccs2)C1c1ccco1 (stereo not drawn)	1
27	Cc1noc(C)c1NC(=O)Nc1cccc2c1O[C@H](CN(C)CC1CC1)[C@H](C)CN([C@@H](C)CO)C2=O	4
28	O=C(C1=C[C@@H](c2ccccc2)C[C@@H](OCc2ccc(CO)cc2)O1)N1CCOCC1	9
29	C[C@@H]1CCCCO[C@H](CN(C)S(=O)(=O)c2cn(C)cn2)[C@H](C)CN([C@@H](C)CO)C(=O)c2cc(NS(=O)(=O)c3cccs3)ccc2O1	-2
30	C[C@H](CCC(=O)O)[C@H]1CCC2[C@@H]3CC[C@@H]4C[C@H](O)CC[C@]4(C)C3C=C[C@@]21C (stereo partly drawn)	-7
31	O=c1c(-c2ccc(O)cc2)coc2cc(OC3OC(CO)C(O)C(O)C3O)cc(O)c12 (stereo not drawn)	2
32	COC(=O)CCCCCCC(=O)NN=C1CCCCCC1	-2
33	C[C@@H]1CN([C@H](C)CO)C(=O)c2cc(C#Cc3cccnc3)cnc2O[C@H]1CN(C)C(=O)CC1CC1	1
34	C[C@@H]1CN([C@@H](C)CO)C(=O)c2cc(-c3cccc(C(=O)N(C)C)c3)cnc2O[C@@H]1CN(C)C	2
35	C[C@@H]1CN([C@@H](C)CO)C(=O)CCCn2cc(nn2)CO[C@@H]1CN(C)C(=O)Nc1ccccc1F	-1
36	COCC(=O)N(C)C[C@@H]1Oc2ncc(-c3ccccc3OC)cc2C(=O)N([C@@H](C)CO)C[C@H]1C	-168
37	O=C(CC1Sc2ncnn2C1=O)Nc1ccccc1 (stereo not drawn)	11
38	Cc1noc(C)c1NC(=O)Nc1cccc2c1O[C@H](CN(C)Cc1ccc3c(c1)OCO3)[C@@H](C)CN([C@H](C)CO)C2=O	-95
39	C[C@@H]1CN([C@@H](C)CO)C(=O)CCCn2nncc2CO[C@@H]1CN(C)S(=O)(=O)c1ccc(-c2ccccc2)cc1	2
40	C[C@@H]1CN([C@@H](C)CO)S(=O)(=O)c2ccc(-c3cccc(C#N)c3)cc2O[C@@H]1CN(C)C(=O)Nc1cc(F)ccc1F	-6
41	C[C@H](CO)N1C[C@H](C)[C@H](CN(C)Cc2ccc(-c3ccccc3)cc2)Oc2c(NC(=O)C3CC3)cccc2C1=O	-1
42	C[C@@H]1CN([C@H](C)CO)C(=O)c2cc(C3=CCCC3)cnc2O[C@H]1CN(C)C(=O)Cc1ccncc1	-1
43	COc1cccc(-c2ccc3c(c2)O[C@H](CN(C)Cc2ccncc2)[C@H](C)CN([C@H](C)CO)S3(=O)=O)c1	-1
44	CC12N=C3SCC(=O)N3[C@H](c3ccccc3O1)[C@H]2CO[Si](C)(C)C(C)(C)C	-2
45	C#CCNC(=O)C1=C[C@@H](c2ccc(C#C)cc2)[C@H](CCCO)[C@@H](OCC)O1	0
46	CC(C)C#Cc1ccc2c(c1)O[C@@H](CN(C)Cc1ccncc1)[C@@H](C)CN([C@@H](C)CO)S2(=O)=O	2
47	COc1ccccc1CNC(=O)C[C@H]1C[C@H]2c3cc(NC(=O)c4cccnc4)ccc3O[C@H]2[C@@H](CO)O1	-17
48	C[C@@H]1CN([C@H](C)CO)C(=O)Cc2cc(NC(=O)C3CC3)ccc2O[C@@H]1CN(C)C(=O)Nc1ccc(F)cc1	-1
49	C[C@H]1CN([C@@H](C)CO)C(=O)c2cc(NC(=O)Nc3cccc4ccccc34)ccc2O[C@H]1CN(C)Cc1ccc(-c2ccccc2)cc1	2
50	C[C@@H]1CN([C@@H](C)CO)C(=O)CCCn2nncc2CO[C@H]1CN(C)C(=O)Nc1cccc2ccccc12	3
51	C[C@H]1CN([C@@H](C)CO)C(=O)Cc2cc(NC(=O)Nc3ccc(F)cc3)ccc2O[C@@H]1CN(C)Cc1ccncc1	3
52	C[C@@H]1CN([C@@H](C)CO)S(=O)(=O)c2ccc(-c3cccc(C#N)c3)cc2O[C@H]1CN(C)C(=O)c1ccccc1	0
53	COc1ccc(S(=O)(=O)N[C@H]2C=C[C@H](CC(=O)NCCc3ccccc3)O[C@@H]2CO)cc1	-20
54	C[C@@H]1CN([C@@H](C)CO)C(=O)c2cc(NS(=O)(=O)c3ccccc3)ccc2O[C@@H](C)CCCCO[C@H]1CN(C)S(=O)(=O)c1cn(C)cn1	-2
55	C[C@H](CO)N1C[C@H](C)[C@@H](CN(C)Cc2ccccc2)Oc2ccc(NC(=O)Cc3ccccc3)cc2CC1=O	-7
56	CC(C)NC(=O)N[C@H]1C=C[C@H](CC(=O)NCCCN(C)C)O[C@@H]1CO	1
57	C[C@@H]1CN([C@H](C)CO)S(=O)(=O)c2ccc(/C=C/c3ccccc3)cc2O[C@H]1CN(C)Cc1ccc(C(=O)O)cc1	1
58	C[C@@H]1CN([C@@H](C)CO)C(=O)c2cc(C#CC3(O)CCCC3)cnc2O[C@@H]1CN(C)Cc1cncnc1	-1
59	COC(=O)C[C@H]1[C@]2(C)C3=C(C)[C@H](c4ccoc4)C[C@H]3O[C@@H]2[C@H](OC(C)=O)C2[C@](C)(C(=O)OC)C=CC(=O)[C@@]21C (stereo partly drawn)	2
60	CC(=O)N(C)C[C@H]1Oc2ncc(-c3ccccc3F)cc2C(=O)N([C@@H](C)CO)C[C@@H]1C	0
61	C[C@@H]1CN([C@H](C)CO)C(=O)c2cc(C#Cc3ccccc3F)cnc2O[C@H]1CN(C)S(C)(=O)=O	-5
62	C[C@@H]1CN([C@@H](C)CO)C(=O)c2cc(NC(=O)CCN3CCOCC3)ccc2O[C@H]1CN(C)S(=O)(=O)c1cn(C)cn1	-3
63	O=C(N1CCCCC1)[C@@]1(Cc2ccccc2)COC(c2ccc(OCCCO)cc2)=N1	4
64	C[C@H](CO)N1C[C@H](C)[C@H](CN(C)Cc2ccc3cccnc3c2)OCc2cnnn2CCCC1=O	3
65	COCC#Cc1ccc2c(c1)O[C@@H](CN(C)C(=O)c1ccccc1)[C@@H](C)CN([C@@H](C)CO)S2(=O)=O	-6
66	C[C@@H]1CN([C@H](C)CO)C(=O)Cc2cc(N(C)C)ccc2O[C@@H]1CN(C)Cc1ccc(C(F)(F)F)cc1	-6
67	C[C@H](CO)N1C[C@H](C)[C@@H](CN(C)C(=O)NC2CCCCC2)Oc2c(NS(=O)(=O)c3cccs3)cccc2C1=O	4
68	C[C@H](CO)N1C[C@H](C)[C@H](CN(C)C)Oc2cc(C#C[C@@H](C)O)ccc2S1(=O)=O	-5
69	COc1ccccc1-n1c(SCC(=O)N2CCOCC2)nc2ccccc2c1=O	-2
70	C[C@H](CO)N1C[C@H](C)[C@H](CN(C)C(=O)c2ccncc2)Oc2cc(C#CC3(O)CCCC3)ccc2S1(=O)=O	0
71	CCOc1cccc(NC(=O)C2CC(=O)N(/N=C(\C)c3ccc(Br)s3)C(=N)S2)c1 (stereo not drawn)	-6
72	C=CCN1C(=O)[C@@]2(O[C@@H](CCn3cc([C@H](O)c4ccccc4)nn3)[C@H]([Si](C)(C)c3ccc(OC)cc3)[C@H]2C)c2ccccc21	-5

A second format for part of the listing above:
26. CN(C)CCCN1C(=O)C(=O)C(C(=O)c2cccs2)C1c1ccco1 (stereo not drawn)
  NSD2 block: 1

27. Cc1noc(C)c1NC(=O)Nc1cccc2c1O[C@H](CN(C)CC1CC1)[C@H](C)CN([C@@H](C)CO)C2=O
  NSD2 block: 4

Among those listed so far, 3 contain a Cl atom:
entry	compound	NSD2 block
1	CC(C)NC(=O)Nc1ccc2c(c1)C(=O)N([C@H](C)CO)C[C@H](C)[C@H](CN(C)S(=O)(=O)c1ccc(Cl)cc1)OCCCC[C@H](C)O2	0
17	C[C@@H]1CN([C@H](C)CO)C(=O)c2cccc(NC(=O)C3CC3)c2O[C@@H]1CN(C)S(=O)(=O)c1ccc(Cl)cc1	3
23	O=C1c2ccccc2C2CC(c3cc(Cl)ccc3Cl)=NN12 (stereo not drawn)	-1

Following part.
entry	compound	NSD2 block
73	C[C@@H]1CCCCO[C@@H](CN(C)C(=O)Cc2ccccc2)[C@@H](C)CN([C@@H](C)CO)C(=O)c2cc(NC(=O)Nc3ccccc3)ccc2O1	-4
74	C[C@@H]1CN([C@H](C)CO)C(=O)Cc2cc(NS(=O)(=O)c3cn(C)cn3)ccc2O[C@H]1CN(C)S(=O)(=O)c1ccccc1	-3
75	C[C@@H]1CN([C@@H](C)CO)C(=O)Cc2cc(NC(=O)Cn3cnnn3)ccc2O[C@H]1CN(C)CC1CCCCC1	-8
76	C[C@H]1CN([C@@H](C)CO)S(=O)(=O)c2ccc(C3=CCCC3)cc2O[C@@H]1CN(C)C(=O)c1cccnc1	1
77	Cc1cc(C(=O)Nc2cccc3c2O[C@H](CN(C)C(=O)Nc2ccccc2)[C@@H](C)CN([C@@H](C)CO)C3=O)n(C)n1	-5
78	C[C@@H]1CN([C@@H](C)CO)C(=O)c2c(c3ccccc3n2C)-c2ccccc2CO[C@@H]1CN(C)S(=O)(=O)Cc1ccccc1	0
79	Cc1noc(C)c1NC(=O)Nc1cccc2c1O[C@H](CN(C)Cc1ccc3c(c1)OCO3)[C@H](C)CN([C@@H](C)CO)C2=O	0
80	C[C@@H]1CN([C@H](C)CO)C(=O)c2cccc(NC(=O)c3ccncc3)c2O[C@H]1CN(C)Cc1ccc(C(F)(F)F)cc1	-1
81	C=CCN1CCc2cc(OC)c(OC)cc2C1C#Cc1ccccc1 (stereo not drawn)	-3
82	CO[C@H](CN(C)C(=O)c1ccccc1F)[C@@H](C)CN([C@@H](C)CO)S(=O)(=O)c1ccc(Cl)cc1	4
83	Cc1ccc(S(=O)(=O)N[C@@H]2CC[C@@H](CC(=O)NCCc3ccncc3)O[C@@H]2CO)cc1	5
84	C[C@@H]1CCCCO[C@H](CN(C)Cc2ccncc2)[C@@H](C)CN([C@@H](C)CO)C(=O)c2cc(N(C)C)ccc2O1	-1

Not all compounds are listed, so the mix of outcomes need not match the whole.
